High-throughput results: PubChem, The Scripps Research Institute Molecular Screening Center
GPR151 activ = activators of human GPR151; Q8TDV0; PathHunter beta-arrestin GPR151 cells, luminescence; activation, % at 11.2 µM; 650,000 compounds, 1% hits; AID 1508602; in the data active = activation above about 4.9%;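 note: 0% = median of compound wells and 100% = cells with positive control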
MITF primary = inhibitors of human MITF. O75030. AlphaScreen MITF homodimerization, bead proximity signal. inhibition, % at 2.6 µM. 650,000 compounds, 0.91% hits; in the data active = inhibition above about 50%;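 note: 0% = vehicle wells with protein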
Target sequence (O75030 whole entry, looked up): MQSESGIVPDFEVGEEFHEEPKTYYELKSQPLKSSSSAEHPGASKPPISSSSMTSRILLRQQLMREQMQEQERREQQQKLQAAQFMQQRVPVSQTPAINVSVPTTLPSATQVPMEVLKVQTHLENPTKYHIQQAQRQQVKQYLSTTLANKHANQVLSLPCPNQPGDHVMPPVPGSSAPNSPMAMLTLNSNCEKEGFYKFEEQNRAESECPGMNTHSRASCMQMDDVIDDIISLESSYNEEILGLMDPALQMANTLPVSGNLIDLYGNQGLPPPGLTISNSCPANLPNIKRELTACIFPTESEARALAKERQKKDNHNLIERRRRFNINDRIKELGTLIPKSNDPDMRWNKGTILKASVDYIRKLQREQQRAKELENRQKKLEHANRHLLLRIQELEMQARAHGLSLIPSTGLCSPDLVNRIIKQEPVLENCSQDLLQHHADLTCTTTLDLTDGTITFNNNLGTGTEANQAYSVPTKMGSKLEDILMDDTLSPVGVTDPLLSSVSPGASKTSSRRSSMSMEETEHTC
TEAD-YAP inh = TEAD-YAP interaction inhibition; 640,000 compounds, 1.4% hits; inhibition, % at 9.12 µM; HEK-TIYL cells, TEAD-Gal4/YAP UAS-luciferase luminescence; in the data active = inhibition above about 32%;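 note: 0% = median of test compound wells and 100% = reference inhibitor wells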
FBW7 activator = human FBW7 E3 ligase activation, primary screen. AlphaScreen FBW7–phospho-cyclin E peptide binding, activator screen. normalized activity (activation), % at 26.1 µM. 650,000 compounds, 0.13% hits. AID 1259310; in the data active = normalized activity above about 1.9%;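 note: purified mutant Fbw7 with reduced substrate affinity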
The depositor's hits bear a star.

Below each compound: GPR151 activ	MITF primary	TEAD-YAP inh	FBW7 activator
[1] CC(=O)C1=C(c2ccccc2)NC(=S)NC1c1ccccc1 (stereo not given)
  1.0	-3	4	-0.2
[2] COc1ccc(NC(=S)NC(=O)c2ccc(OC)c([N+](=O)[O-])c2)cc1
  -0.4	-6	13	0.3
[3] COc1ccc(-c2nnc(-c3cccc(C)c3)o2)cc1
  -5.8	-1	-28	0.0
[4] COc1cc(/C=N/O)cc(Cl)c1OCc1ccc([N+](=O)[O-])cc1
  -0.7	4	15	0.2
[5] O=C(Nc1ccc(C(=O)O)cc1)/C(=C\c1ccc2c(c1)OCO2)NC(=O)c1ccccc1
  0.2	14	1	0.2
[6] Cc1ccccc1C(=O)NC(CC(=O)O)c1ccc(Cl)cc1 (stereo not given)
  0.4	4	-2	0.0
[7] COc1ccccc1-n1c(C)c(C)n2c3c(=O)n(CC(N)=O)c(=O)n(C)c3nc12
  -0.5	9	14	0.3
[8] COCCNc1nc(SCC(=O)Nc2cc(C)[nH]n2)nc2ccccc12
  -1.3	7	-7	0.2
[9] O=C1OC(c2ccc(F)cc2)=N/C1=C\c1ccc(F)cc1
  0.8	2	0	0.0
[10] c1ccc2[nH]c(CNc3nc(-c4ccc(N5CCOCC5)nc4)nc4c3ncn4C3CCCCC3)nc2c1
  3.0	2	9	-0.1
[11] CCOC(=O)/C(C(=O)Nc1ccccc1Cl)=C1/NC(C)(C)Cc2ccccc21
  0.3	1	7	0.0
[12] CN(C)C1CCN(C(=O)c2ccc(OC3CCN(CCc4ccccc4)CC3)cc2)C1 (stereo not given)
  -0.3	-2	3	0.0
[13] Cc1ccc(C2CC3CCC(C2)N3C(=O)c2ccco2)cc1 (stereo not given)
  1.1	14	14	0.0
[14] O=C1CSc2ccccc2N1Cc1n[nH]c(=S)n1Cc1ccccc1
  -0.2	11	4	0.1
[15] COCCNc1nc(-c2ccc3c(c2)OCO3)ccc1C(=O)Nc1cccc(OC)c1
  -0.8	19	-8	0.3
[16] COc1ccc(CCNC(=O)CSc2nc3ccsc3c(=O)n2Cc2ccc3c(c2)OCO3)cc1OC
  0.7	18	6	0.7
[17] Cn1c(COc2ccccc2Cl)n[nH]c1=S
  -1.0	20	-12	1.0
[18] O=C(COC(=O)C1COc2ccccc2O1)NC(=O)NC1CCCCC1 (stereo not given)
  -0.3	11	-5	0.7
[19] COC(=O)CSc1ccc(S(=O)(=O)N2CCOCC2)cc1[N+](=O)[O-]
  0.5	-5	-2	0.0
[20] COC(=O)C1=C(N)Oc2cc(C)[nH]c(=O)c2C1c1ccc(OC)cc1 (stereo not given)
  -1.3	-8	5	0.0
[21] CCOc1ccc(OCC)c(Nc2nc3ccc(C)cc3n3cnnc23)c1
  1.1	9	14	0.3
[22] O=C1NC2(CCc3ccccc3C2)C(=O)N1CN1CCN(c2ccccc2F)CC1 (stereo not given)
  0.7	5	2	0.0
[23] CCOc1ccccc1N(C)S(=O)(=O)c1ccc2[nH]cc(C(=O)N3CCN(c4ccc(OC)cc4)CC3)c(=O)c2c1
  -0.7	-7	-6	0.0
[24] CN(c1ccc(O)cc1)c1nc(O)c(C2=c3ccccc3=NC2=O)s1
  -0.2	-3	-43	-0.1
[25] CCCC/C(O)=C1\C(=O)CC(C)(C)CC1=Nc1cccc([N+](=O)[O-])c1
  0.3	-3	16	-0.2
[26] COC(=O)c1ccccc1NC(=O)CSc1nc2ccsc2c(=O)n1CCCCCC(=O)NCCc1ccccc1
  0.2	-10	2	0.1
[27] Cn1c(=O)[nH]c(=O)c2c1nc(N1CCCCCC1)n2CC(=O)c1ccccc1
  1.2	5	-5	-0.1
[28] O=C(NC(=S)Nc1ccccc1OC(F)F)c1ccco1
  -0.9	-4	-8	0.0
[29] CCCNC(=O)c1ccc2c(c1)N(Cc1ccccc1)C(=O)c1ccccc1S2(=O)=O
  3.4	7	-18	0.1
[30] CC(C)C(=O)Nc1c2c(nn1C(C)(C)C)CS(=O)C2 (stereo not given)
  -0.6	12	-3	0.0

Copied from the list.
entry 26 in TEAD-YAP inh has 2
entry 2 in TEAD-YAP inh has 13

Further structures
Below each compound: GPR151 activ	MITF primary	TEAD-YAP inh	FBW7 activator
[31] CCOc1ccc(S(=O)(=O)NCCc2ccc(S(N)(=O)=O)cc2)cc1
  0.2	2	-6	-0.1
[32] CCCNC(=O)c1cccc(NCC)n1
  -0.7	-11	4	0.1
[33] O=C1[C@@H]2C[C@@H](O)CN2C(=O)[C@H]2CN(Cc3cnn(-c4cccc(Cl)c4)c3)CCN12
  -1.8	12	-17	0.0
[34] O=C(Nc1ccccc1[N+](=O)[O-])c1cccc(S(=O)(=O)Nc2cccc(Cl)c2)c1
  -1.4	1	13	-0.1
[35] O=C(Nc1c2c(nn1-c1ccc(Cl)cc1)CSC2)c1cccc([N+](=O)[O-])c1
  0.4	8	4	0.2
[36] O=C(C1CCN(S(=O)(=O)c2ccc(-n3cnnn3)cc2)CC1)N1CCCCCC1
  0.9	6	9	0.1
[37] c1ccc(CN2CCOC(CNc3nnnn3-c3ccccc3)C2)cc1 (stereo not given)
  -0.2	1	1	0.1
[38] COCCCNC(=O)c1ccc2c(c1)nc(C)n2-c1cc(C)ccc1OC
  1.2	-12	56*	0.1
[39] CCOc1ccc(CCNC(=O)CN2CC(c3ccccc3)CC2=O)cc1OCC (stereo not given)
  -1.4	18	0	0.4
[40] CCN(CC)C(=O)/C=C/c1cccc2ccccc12
  0.1	5	-37	0.4
[41] Cc1ccc(C(=O)c2oc3ccc(Cl)cc3c2N)cc1
  0.3	5	-45	0.0
[42] CSC1=NSC2=NC(=O)/C(=C\c3ccc(OC(C)=O)cc3)C(=N)N12
  -0.1	-3	-50	0.1
[43] O=C(NNC(=O)C1CC1)c1cc2cc3ccccc3nc2s1
  0.6	12	-6	0.3
[44] N#Cc1cc(C#N)c(SCC(=O)OCN2C(=O)c3ccccc3C2=O)nc1N
  1.3	3	-2	-0.1
[45] O=C(O)C12CC3CC(C1)CC(n1ncc(NCCC4=CCCCC4)c(Cl)c1=O)(C3)C2
  1.6	-3	5	0.1
[46] CCOC(=O)C1CCN(S(=O)(=O)c2ccc(NC(C)=O)cc2)CC1
  1.5	-5	-7	0.2
[47] O=C(Nc1cnccn1)c1c(O)c2cccc3c2n(c1=O)CC3
  -0.2	7	-9	0.0
[48] CCOC(=O)N1CCc2c(sc3[nH]c(=O)n(-c4ccc(C)cc4)c(=O)c23)C1
  -0.8	9	-3	1.0
[49] COC(=O)C1=C(C(=O)c2ccccc2)C(c2cccc(OC)c2)n2nnnc2N1 (stereo not given)
  -0.5	-1	5	0.1
[50] CCc1ccc(NC(=O)CSc2nnnn2-c2cccc3ccccc23)cc1
  0.4	-6	-1	-0.1
[51] COc1ccc(OC)c(C2CC(c3ccc(OC)c(OC)c3)=NN2C(=O)CCCC(=O)O)c1 (stereo not given)
  0.1	-18	-15	-0.1
[52] COc1ccc(CNc2ccc(C(=O)Nc3ccc(C)cc3C)cc2[N+](=O)[O-])cc1
  -1.5	-12	56*	-0.1
[53] CCOC(=O)c1sc(NC(=O)c2ccc(Cl)c([N+](=O)[O-])c2)nc1C
  0.5	18	0	0.5
[54] COc1ccc(C2=NN(C(=O)CCC(=O)O)C(c3cc(OC)ccc3OC)C2)cc1 (stereo not given)
  0.6	-7	-6	-0.1
[55] Nc1c(C(=O)NC23CC4CC(CC(C4)C2)C3)sc2nc(C34CC5CC(CC(C5)C3)C4)ccc12
  0.8	-1	-15	-0.1
[56] CCOc1ccc(NC(=O)CC2C(=O)N(c3ccc(OC)cc3)C(=O)N2CCOC)cc1 (stereo not given)
  0.6	10	-7	-0.1
[57] O=C(OCc1nnc(-c2ccccc2)o1)[C@@H]1CCCN1S(=O)(=O)c1ccc(Cl)cc1
  -0.7	5	3	0.1
[58] CCCNC(=O)Cn1nc2c(c1NC(=O)C(c1ccccc1)c1ccccc1)CSC2
  0.9	7	10	0.0
[59] CC1CCCCN1c1ccc(N2C(=O)C3C4C=CC(C4)C3C2=O)cc1[N+](=O)[O-] (stereo not given)
  -0.9	6	1	-0.1
[60] O=C(O)C1CCCN1c1nc(-c2ccc(Cl)cc2)cs1 (stereo not given)
  -0.1	-4	30	0.0

Reprinted at random: 2 records from the list, in no set order.
Below each compound: GPR151 activ	MITF primary	TEAD-YAP inh	FBW7 activator
[40] CCN(CC)C(=O)/C=C/c1cccc2ccccc12
  0.1	5	-37	0.4
[38] COCCCNC(=O)c1ccc2c(c1)nc(C)n2-c1cc(C)ccc1OC
  1.2	-12	56*	0.1

Structures from the list above containing a furan ring, fused or not (3):
Below each compound: GPR151 activ	MITF primary	TEAD-YAP inh	FBW7 activator
[13] Cc1ccc(C2CC3CCC(C2)N3C(=O)c2ccco2)cc1 (stereo not given)
  1.1	14	14	0.0
[28] O=C(NC(=S)Nc1ccccc1OC(F)F)c1ccco1
  -0.9	-4	-8	0.0
[41] Cc1ccc(C(=O)c2oc3ccc(Cl)cc3c2N)cc1
  0.3	5	-45	0.0

New compounds follow.
Below each compound: GPR151 activ	MITF primary	TEAD-YAP inh	FBW7 activator
[61] CCOc1ccc(CNC(=O)c2cc3occc3n2C)cc1
  0.6	9	-4	0.0
[62] O=C(COC(=O)c1ccccc1NC(=O)c1ccccc1)c1cccc([N+](=O)[O-])c1
  -1.9	7	-2	-0.1
[63] CCSCCOC(=O)C1=C(C)NC2=C(C(=O)CC(C)(C)C2)C1c1ccc(OC)cc1OC (stereo not given)
  -0.3	-1	-5	0.2
[64] CCc1ccc(NC(=O)c2ncn[nH]2)cc1
  -1.7	-3	48*	0.0
[65] COc1cccc(CN(C)CCN(C)C)c1OC
  -0.4	41	4	-0.2
[66] O=C(c1c(Cl)nc(Cl)c(Cl)c1Cl)n1ccnc1
  1.5	-7	0	0.0
[67] Cc1nc(=O)cc(-c2ccccc2)n1-c1ccccc1
  -1.0	-1	-5	-0.3
[68] O=C(COC(=O)C1CC(O)CN1S(=O)(=O)c1ccc(F)cc1)c1ccc(Cl)s1 (stereo not given)
  0.9	9	7	0.1
[69] O=C(O)CCNC(=O)CCn1cnc2ccccc2c1=O
  0.2	18	0	0.1
[70] COc1cc(C(=O)Nc2ccc(-c3nc4ncccc4o3)cc2)cc(OC)c1OC
  -0.3	-3	5	-0.1
[71] COC(=O)c1cc2nc(-c3ccc(F)cc3)cc(C)n2n1
  -0.9	6	3	0.2
[72] COc1ccc(C(=O)OCC(=O)N2CCCC2=O)c(OC)c1
  -2.8	8	6	0.5

Full records as entered above. Order of screens: GPR151 activ	MITF primary	TEAD-YAP inh	FBW7 activator
O=C(O)CCNC(=O)CCn1cnc2ccccc2c1=O is listed as 0.2	18	0	0.1
COc1ccc(C(=O)OCC(=O)N2CCCC2=O)c(OC)c1 is listed as -2.8	8	6	0.5
CCSCCOC(=O)C1=C(C)NC2=C(C(=O)CC(C)(C)C2)C1c1ccc(OC)cc1OC (stereo not given) is listed as -0.3	-1	-5	0.2
